Screening results from PubChem BioAssay.
LYPLA2 counter: LYPLA2 (human) inhibition in PME1 counter-screen; recombinant LYPLA2, FP-Rh probe fluorescence polarization; inhibition, % at 5.9 µM; 320,000 compounds, 0.38% hits;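 active means inhibition above the screen-wide mean plus 3 SD, limit set per campaign, cut at about 26% in these data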;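 further: 0% = LYPLA2 with DMSO and 100% = wells lacking LYPLA2 enzyme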
GSTO1 counter: counter-screen for RBBP9 inhibitors: inhibitors of human GSTO1. recombinant GSTO1, activity-based probe fluorescence polarization. AID 1974. P78417. 300,000 compounds, 1.1% hits. inhibition, % at 5.96 µM;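 active means inhibition above the campaign mean inhibition plus 3 SD, cut at about 35% in these data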;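 further: 0% = GSTO1-1 with DMSO and 100% = wells lacking GSTO1-1 enzyme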
ZTA counter: blocks Epstein-Barr virus ZTA, an EBNA-1 counter-screen; ZTA-DNA binding, fluorescence polarization; inhibition, % at 11 µM; 320,000 compounds, 0.15% hits; AID 2234; in the data active means inhibition above about 33%
PAD4 FP inh: inhibitors of human PAD4; AID 485272; inhibition, % at 6.36 µM; Q9UM07; recombinant PAD4, RCA probe fluorescence polarization; 330,000 compounds, 0.41% hits;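 active means percent inhibition above a cutoff equal to the mean of all tested compounds plus 3 SD, cut at about 15% in these data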;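 further: 0% = PAD4 with RCA probe and DMSO and 100% = probe without PAD4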
PAFAH1B3 FP inh: blocks human PAF acetylhydrolase 1B catalytic subunit 3; Q15102; recombinant PAFAH1B3, FP-rhodamine probe, fluorescence polarization; inhibition, % at 3.39 µM; 340,000 compounds, 0.28% hits; AID 492972;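 active means inhibition above the screen-wide average of all tested compounds plus 3 SD, cut at about 25% in these data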;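 further: 0% = enzyme with DMSO only and 100% = wells lacking PAFAH1B3 protein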
PREPL inhibitor: inhibits the human prolyl oligopeptidase-like enzyme | 320,000 compounds, 0.68% hits | inhibition, % at 5.96 µM | recombinant PREPL, fluorescence polarization activity-based probe | Q4J6C6; in the data active means inhibition above about 43%;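 further: 0% = enzyme with DMSO and 100% = wells lacking enzyme; many of its hits are not listed in these tables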
EBNA-1 inh: blocks EBNA-1 binding to DNA | EBNA-1 DNA binding, fluorescence polarization | AID 1950 | 300,000 compounds, 0.34% hits | inhibition, % at 14.8 µM; in the data active means inhibition above about 28%
PAFAH2 inh: PAFAH2 (human) inhibition; Q99487; recombinant PAFAH2, FP-rhodamine activity probe, fluorescence polarization; inhibition, % at 3.39 µM; 340,000 compounds, 0.99% hits;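 active means inhibition above the mean over all tested compounds plus 3 SD, cut at about 30% in these data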;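 further: inhibitors block probe labeling of enzyme so polarization drops; 0% = enzyme with DMSO and 100% = wells lacking PAFAH2 protein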
LYPLA1 counter: counter-screen for PME1 inhibitors: inhibitors of human LYPLA1; recombinant LYPLA1, FP-Rh probe fluorescence polarization; AID 2174; 320,000 compounds, 0.16% hits; inhibition, % at 5.9 µM; O75608;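 active means inhibition above the mean of all tested compounds plus 3 SD, set per campaign, cut at about 14% in these data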;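 further: inhibitors block serine hydrolase probe labeling of LYPLA1 so polarization falls; 0% = enzyme with DMSO and 100% = wells lacking LYPLA1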
Active calls of the source: *; . = not tested or not shown. This is a subset; count on the stated rates, not on these rows.

SMILES	LYPLA2 counter	GSTO1 counter	ZTA counter	PAD4 FP inh	PAFAH1B3 FP inh	PREPL inhibitor	EBNA-1 inh	PAFAH2 inh	LYPLA1 counter
Cc1cccc(C)c1NC(=O)CN(C)C(=O)c1ccc(-c2cccc(C(F)(F)F)c2)o1	4	8	-20	2	2	14	-6	-6	2
COC(=O)c1cc(Cl)c(NC(=O)c2cc3ccccc3o2)cc1OC	-3	-1	5	-4	7	0	2	1	-2
CCC(C)c1ccc(NC(=S)NCc2ccccn2)cc1 (stereo not drawn)	-6	-4	-10	-8	2	9	-13	-3	-2
CCOc1ccc(NC(=O)C2CCC(CNc3c(N4CCCCC4)c(=O)c3=O)CC2)cc1 (stereo not drawn)	-3	7	-8	-2	4	11	-3	-6	0
COCCn1c(=NC(=O)CSCC(=O)N2CCOCC2)sc2cc(C)ccc21	11	4	-15	-1	-5	3	-3	1	0
COC(=O)c1ccc(CSc2nc3ccccc3c(=O)n2-c2ccccc2)o1	-5	1	-10	-4	3	14	-8	2	0
CC(C(=O)c1ccc(-c2ccccc2)cc1)[n+]1cccc(Br)c1 (stereo not drawn)	8	6	-8	4	3	22	-6	-4	0
COc1ccccc1NS(=O)(=O)c1cc(NC(=O)c2sccc2C)ccc1N1CCOCC1	-10	-5	0	-5	-5	-43	-15	-8	-8
COCCCNC(=O)Cn1nnc(-c2ccc(NC(=O)c3ccc(F)cc3)cc2)n1	-19	-4	4	-7	0	-3	-5	-5	-6
O=C(N/N=C/c1ccccc1O)C1SCCCS1	0	4	21	-5	9	-9	-5	-5	2
CCNc1c(N)c(=O)oc2ccccc12	-1	13	21	-5	0	3	8	-3	-3
Cc1ccc(C(=O)NCC2CCCN2S(=O)(=O)c2ccc(C)cc2)cc1 (stereo not drawn)	3	-10	5	-1	7	2	0	7	-1
COCc1cc(C)nc(SCC(=O)c2ccc(O)c(O)c2)c1C#N	-3	48*	1	0	9	21	6	17	-6
CCCCCC[N+](C)(C)CCSSCC[N+](C)(C)CCCCCC	2	20	-10	-2	11	-8	-6	14	1
COc1ccc(NS(=O)(=O)c2cccc(C(=O)NNC(=O)c3ccc(Br)o3)c2)cc1	5	9	1	-3	9	7	3	9	0
NS(=O)(=O)c1ccc(CCNC(=O)CN2CCCCCC2)cc1	4	-5	7	-1	13	11	-10	-3	4
COC(=O)CCCNC(=O)c1ccc(OS(=O)(=O)c2cc([N+](=O)[O-])ccc2C)cc1	8	-6	-2	-1	6	21	6	-1	5
N#Cc1c(F)cccc1N1CCOCC1	-6	-5	9	2	5	0	10	-4	-3
CCc1ccc(N2CC(C(=O)NC3CCCCC3C)CC2=O)cc1 (stereo not drawn)	-4	4	-7	-5	4	22	-1	-3	0
CCOC(=O)c1c(C)[nH]c(C)c1S(=O)(=O)N(C)Cc1ccco1	4	2	20	-2	0	6	3	2	0

Two records drawn at random from the list so far:
SMILES	LYPLA2 counter	GSTO1 counter	ZTA counter	PAD4 FP inh	PAFAH1B3 FP inh	PREPL inhibitor	EBNA-1 inh	PAFAH2 inh	LYPLA1 counter
CCCCCC[N+](C)(C)CCSSCC[N+](C)(C)CCCCCC	2	20	-10	-2	11	-8	-6	14	1
CC(C(=O)c1ccc(-c2ccccc2)cc1)[n+]1cccc(Br)c1 (stereo not drawn)	8	6	-8	4	3	22	-6	-4	0

Further compounds
SMILES	LYPLA2 counter	GSTO1 counter	ZTA counter	PAD4 FP inh	PAFAH1B3 FP inh	PREPL inhibitor	EBNA-1 inh	PAFAH2 inh	LYPLA1 counter
C[C@@H]1C[C@@H]2OC(=O)[C@]3(C)[C@H]2[C@@H](OC3(C)O)[C@]2(C)C(=O)C=C[C@H]12 (stereo partly drawn)	-2	5	5	4	5	-2	1	1	-3
Cc1c(C(=O)O)cccc1-c1ccc(C=O)o1	-5	3	-3	1	11	0	-9	3	-4
CC1CCC2C(=O)N(c3ccc(NC4CCN(Cc5ccccc5)CC4)c([N+](=O)[O-])c3)C(=O)C2C1 (stereo not drawn)	20	-5	-2	-6	3	21	-13	-1	0
Cn1nnnc1SCC(=O)c1c(N)n(C2CC2)c(=O)[nH]c1=O	3	.	-21	3	5	3	.	0	-2
Cc1ccccc1S(=O)(=O)Cc1ccc(C(=O)NC2CCCC2)o1	11	-3	-10	-3	0	2	-2	6	1
COC(=O)c1nc(NC(=O)c2ccc(Br)cc2)n[nH]1	-4	3	22	0	-4	12	5	0	-1
O=S(=O)(c1ccc(C2CCCCC2)cc1)N1CCN(c2ncccn2)CC1	-3	2	-10	1	2	-83	0	7	0
C/C(N)=C(/C#N)C(=O)CSc1nnc(Nc2ccccc2)s1	0	7	-8	-1	2	0	2	1	-5
COc1ccccc1C(=O)Nc1ccncc1	-3	6	1	1	9	2	4	4	1
CC(=O)C1=C(O)C(=O)N(Cc2ccccc2)C1c1ccc(Cl)cc1 (stereo not drawn)	-3	-4	13	2	3	-9	5	7	-4
CCOC(=O)c1cn[nH]c1N	7	5	-6	-1	10	0	-11	-3	3
O=C(Cn1c(=O)c2cccn2c2ccccc21)NCCc1ccc(Cl)cc1	-12	0	3	-3	-6	-6	2	0	-8
COc1cc(NC(=O)CSc2nc3ccccc3n2-c2ccccc2)c(C)cc1[N+](=O)[O-]	-5	-6	4	-2	14	-3	2	-11	-6
CCOc1ccc(CCNC(=O)COC(=O)c2sccc2C)cc1OCC	-2	8	-18	-1	9	2	-5	5	-1
CCN(CC(=O)Nc1ccccc1C(F)(F)F)C(=O)CN1C(=O)NC2(CCCC2)C1=O	2	-5	6	-4	-5	10	-6	2	0
COc1ccc(-c2[nH]ncc2CN(C)CCc2c(C)n[nH]c2C)c(F)c1	4	-4	2	-4	7	-3	-7	0	3
CCOC(=O)N1CCN(C(=O)c2cc3cc(Br)ccc3oc2=O)CC1	2	7	2	0	-1	13	5	-2	0
CN(CC(=O)Nc1c(Cl)cccc1Cl)C(=O)CNC(=O)c1ccco1	-4	.	8	0	7	6	.	8	-2
COc1cc(NC(=O)Cc2ccccc2)ccc1NC(=O)Cc1ccccc1	5	4	-10	5	2	4	11	4	-3
CCN(CC)S(=O)(=O)c1cc(OC)c(Cl)cc1Cl	-4	8	4	6	5	7	-3	4	1
COCCN=c1scc(-c2cccs2)n1/N=C(\C)c1ccco1	0	-1	-11	1	-3	5	-16	-1	-4
C[C@H]1CN=C(N(C)C)N1CC1CCC(C(C)(C)C)CC1 (stereo partly drawn)	7	2	8	1	2	7	0	-1	0
N#Cc1cnn2c3c(cnc12)C(=O)N1CCc2ccccc2C1C3 (stereo not drawn)	42*	8	4	0	3	3	6	5	10
CC(=O)N1CCCc2cc(S(=O)(=O)Nc3ccc(C)cc3C)ccc21	-4	4	3	-4	4	-12	-4	-7	-1
COc1cc2ccccc2cc1C(=O)NC(=S)Nc1cccc(C(=O)O)c1C	0	5	10	-2	5	6	7	-1	-2
CN(C)c1ccc(/C=C2\SC(=O)N(CCc3nnc(N)s3)C2=O)cc1	-1	6	-23	-41	-20	11	-8	-14	-7
COc1ccc(CCNC(=O)CNCCc2ccc(F)cc2)cc1	7	-1	-1	2	5	9	0	3	1
CC1CCN(CCC(=O)Nc2ccccc2)CC1	2	1	-4	-6	6	5	-4	1	-3
Cc1ccc(S(=O)(=O)N2CCN(CC(=O)N(CC(C)C)c3c(N)n(CC(C)C)c(=O)[nH]c3=O)CC2)c(C)c1	3	3	-5	-5	5	3	-15	3	0
CCCN1C2CCCC1CC(NC(=O)c1ccccc1)C2 (stereo not drawn)	-5	0	4	6	-6	-12	2	4	-2
Cc1ccc(-n2c(SCC(=O)N/N=C/C=C/c3ccccc3[N+](=O)[O-])nc3ccccc3c2=O)cc1	-2	-12	6	-9	-9	11	0	-18	-4
CCOc1ccc(CCNC(=O)c2cc(-c3ccccc3)c(N3CCOCC3)s2)cc1	4	4	7	-3	6	-2	1	0	-5
COCc1cc(=O)[nH]c(SC)n1	2	4	1	2	5	3	3	-6	-3
O=C(O)C1CC=CCC1C(=O)NNc1c(Cl)cc(Cl)cc1Cl (stereo not drawn)	-7	-7	2	-1	-1	14	-5	-2	0
COC(=O)c1cccc(N(C(=O)c2cnccn2)C(C(=O)NCc2ccccc2)c2ccco2)c1 (stereo not drawn)	9	1	10	-1	0	9	9	4	2
Cc1ccc2c(Cl)c(C(=O)NCCc3ccccc3)sc2c1	-6	-5	8	-2	5	-1	1	-2	0
O=C(CN1C(=O)C2CC=CCC2C1=O)OCC(=O)c1ccc(Cl)c([N+](=O)[O-])c1 (stereo not drawn)	-8	13	-12	2	-16	-5	-1	12	-5
O=C(NCCN1CCOCC1)c1cccc(NS(=O)(=O)c2ccc(Br)cc2)c1	8	-5	13	-1	4	-27	-7	0	0
Cc1cc(=O)oc2cc(OCC(=O)OCC(=O)NC(=O)NC(C)C)ccc12	-10	12	4	-5	0	6	-15	-3	-1
Cc1ccc(NC(=O)Nc2nnc(CSCCOc3ccc(Cl)cc3)s2)cc1	-6	-12	2	1	-1	4	9	-11	-5
COc1cccc(/C=C(\C#N)c2nc3ccccc3[nH]2)c1OCC(=O)O	-4	-9	6	-2	5	18	-6	1	-2
Cc1ccc(S(=O)(=O)Nc2cccc(/C=C/C(=O)O)c2)cc1	-2	-2	8	-2	3	-5	-15	-9	-3
O=C(O)CCCNC(=O)c1cncc(Br)c1	-3	5	-3	3	10	4	9	3	1
Cc1ccsc1-c1n[nH]c(=S)n1C1CCCCC1	-6	-4	4	7	3	12	-3	2	-5
Nc1nc(-c2cccc(F)c2)cs1	-3	-2	1	2	7	-11	-8	1	-3
Cc1c(C(=O)N(Cc2cccs2)C2CCS(=O)(=O)C2)oc2ccccc12 (stereo not drawn)	4	-3	-8	0	1	6	6	-1	-2
Cc1ccc(N(C(C)C(=O)O)S(=O)(=O)c2cccnc2)cc1 (stereo not drawn)	-3	4	10	-1	-2	2	-6	-3	-2
C[C@H](CO)N1C[C@H](C)[C@@H](CN(C)C(=O)Nc2ccc(C(F)(F)F)cc2)Oc2c(cccc2N(C)C)C1=O	.	.	.	-1	1	16	.	1	.
CCOC(=O)C1=C(CNC2CCCCC2)NC(=O)NC1c1cc(C)ccc1C (stereo not drawn)	2	-4	10	-2	5	-4	-9	-10	-4
CCn1c(/C=C/N(C(C)=O)c2ccccc2)[n+](CC)c2ccc(Cl)cc21	-4	9	-18	-8	-3	28	-2	-1	0
CCN=C1Sc2nc3ccc(OCC)cc3cc2CN1CCOC	-1	0	11	-2	9	-7	1	12	0
CCN(CC)S(=O)(=O)c1cc(C(=O)N(C)CC(=O)Nc2ccc(Cl)cc2)ccc1Cl	-3	-4	5	-3	5	-6	8	-2	-4
CCOc1cccc(OCCCCN2CCOCC2)c1	6	1	-18	-1	1	9	-4	6	2
CCOc1cc(/C=C2/NC(=O)N(CC(=O)OC)C2=O)ccc1OC	-6	1	3	-10	7	11	-16	10	2
C[C@H](CO)N1C[C@H](C)[C@@H](CN(C)C(=O)NC2CCCCC2)Oc2c(NC(=O)Nc3ccc(C(F)(F)F)cc3)cccc2C1=O	.	.	.	-4	-5	-6	.	-4	.
Cc1cc(NS(=O)(=O)c2ccc(NC(=S)NC(=O)/C=C/c3ccccc3)cc2)no1	-6	-12	-1	-6	1	9	-5	0	-5
CCOC(=O)C(=CNCC(=O)OC)C(=O)OCC	0	3	-7	-6	-9	15	-12	-4	-1
Cc1ccc(CSc2nnc(Nc3ccc(C)cc3)s2)cc1	6	1	10	-7	7	-6	-5	-3	-1

Four of the entries above in order of the EBNA-1 inh value, high to low:
compound | EBNA-1 inh
O=C(O)CCCNC(=O)c1cncc(Br)c1 | 9
Cc1ccsc1-c1n[nH]c(=S)n1C1CCCCC1 | -3
Cc1ccc(N(C(C)C(=O)O)S(=O)(=O)c2cccnc2)cc1 (stereo not drawn) | -6
CCOc1cc(/C=C2/NC(=O)N(CC(=O)OC)C2=O)ccc1OC | -16
